Bioassay records deposited in PubChem BioAssay by several laboratories.
OX1R antagonist: antagonists of human orexin 1 receptor; O43613; CHO/OX1R cells, Fluo-8 calcium fluorescence, orexin A; inhibition, % at 5 µM; 330,000 tested, 0.43% active; AID 434989;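 active = inhibition above its plate's threshold, mean inhibition of all tested compounds on the plate plus 3 SD, cut at about 37% in these data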;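 also: 0% = orexin A challenge wells and 100% = SB-334867-A antagonist wells; not every result past the cut was called active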
Target sequence (O43613 whole entry, looked up): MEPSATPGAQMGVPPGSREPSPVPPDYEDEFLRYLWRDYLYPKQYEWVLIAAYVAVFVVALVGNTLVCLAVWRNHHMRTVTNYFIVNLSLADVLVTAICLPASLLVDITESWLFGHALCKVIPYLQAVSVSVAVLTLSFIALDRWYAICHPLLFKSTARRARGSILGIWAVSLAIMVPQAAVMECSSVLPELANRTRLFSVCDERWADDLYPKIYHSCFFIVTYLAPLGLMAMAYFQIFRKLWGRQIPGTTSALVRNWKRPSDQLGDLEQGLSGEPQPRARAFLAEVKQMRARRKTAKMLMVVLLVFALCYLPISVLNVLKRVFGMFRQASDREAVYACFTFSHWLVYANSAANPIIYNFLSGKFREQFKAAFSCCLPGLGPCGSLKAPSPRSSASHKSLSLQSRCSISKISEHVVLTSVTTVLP
CHT PAM: allosteric activators of human choline transporter CHT | Q9GZV3 | CHT-expressing cells, membrane potential dye, choline EC20; hits give high values; LV-AA mutant CHT in HEK293 cells | B-score at 10 µM | 310,000 tested, 0.49% active | AID 488977;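 active = initial fluorescence not abnormally high and integrated response B-score, plate-corrected, over 3 SD above library mean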
Target sequence (Q9GZV3 whole entry, looked up): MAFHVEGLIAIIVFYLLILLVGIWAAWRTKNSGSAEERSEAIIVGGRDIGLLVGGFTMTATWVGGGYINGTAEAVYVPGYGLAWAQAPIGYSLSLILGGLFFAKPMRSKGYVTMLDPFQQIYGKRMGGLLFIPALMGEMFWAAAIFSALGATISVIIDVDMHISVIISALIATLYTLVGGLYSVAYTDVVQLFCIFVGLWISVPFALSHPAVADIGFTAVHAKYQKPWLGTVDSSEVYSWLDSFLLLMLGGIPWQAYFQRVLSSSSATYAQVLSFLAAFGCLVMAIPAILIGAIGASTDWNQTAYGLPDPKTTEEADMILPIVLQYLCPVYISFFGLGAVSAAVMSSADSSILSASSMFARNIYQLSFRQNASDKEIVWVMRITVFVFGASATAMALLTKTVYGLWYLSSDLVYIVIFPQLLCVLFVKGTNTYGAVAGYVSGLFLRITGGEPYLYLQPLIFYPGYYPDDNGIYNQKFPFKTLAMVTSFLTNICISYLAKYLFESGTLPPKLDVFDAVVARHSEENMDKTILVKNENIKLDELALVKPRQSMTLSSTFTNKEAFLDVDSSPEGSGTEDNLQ
An asterisk follows results filed as active; i = inactive; · = not tested or not shown. No enrichment for hits. Share with any hit: about 0.8%.

SMILES	OX1R antagonist	CHT PAM
COC(=O)[C@H](CCSC)NC(=O)c1cc2c(cn1)[nH]c1ccccc12	-3	i
Cc1cc(C)n(CC(=O)O)n1	5	i
CCS(=O)(=O)N1Cc2ccccc2CC1C(=O)Nc1cccc(S(=O)(=O)N(C)C)c1 (centres undefined)	-19	i
Cc1cc(NC(=O)c2ccco2)c(=O)n(Cc2cccc(C(F)(F)F)c2)c1	-27	i
CCc1ccc(NC2=NCC(=O)N2Cc2ccc3c(c2)OCO3)cc1	-12	i
CN(C)c1nc(N(C)C)nc(N(C#N)CCOc2ccccc2)n1	-40	i
CN(c1ccccc1)S(=O)(=O)c1ccc(NC(=O)C2CCCCC2C(=O)O)cc1 (centres undefined)	13	i
CN(CCCNC(=O)CSc1cc(=O)n(C)c2cc(Cl)ccc12)Cc1ccccc1	-20	i
O=C(NCc1ccccc1)c1cc(=O)[nH]c2ccccc12	0	i
OCCNc1nc(Nc2ccc(O)cc2)nc2ccccc12	-8	i
CC(=O)Nc1ccc(S(=O)(=O)CCC(=O)O)cc1	-2	i
Cc1ccc(O)c(-c2cc(C(F)(F)F)[nH]n2)c1	-7	i
Nc1ccc(-n2nnnc2CN2CCOCC2)cc1	-2	i
O=C(NCCN1CCOCC1)c1cc(-c2ccc(Cl)c(Cl)c2)on1	1	i
COc1ccc2c(c1)cc(C(=O)N[C@@H](Cc1ccccc1)C(=O)N[C@@H](C)C(=O)O)n2C	-4	i
CC(=O)C1=C(O)C(=O)N(Cc2ccco2)C1c1cccc(F)c1 (centres undefined)	-9	i
S=C(Nc1cccc(Cl)c1)Nc1ccc2cn[nH]c2c1	-14	i
Cc1cccn2c(=O)nc(SCC(=O)c3ccccc3)nc12	-8	i
COc1ccccc1-n1cn[nH]c1=S	0	i
COC(=O)c1nc(-c2ccccc2)nc(-c2ccccc2)c1C(=O)OC	-18	i
CCCCN1CCCCC1C(=O)Nc1c(C)cccc1C (centres undefined)	-14	i
Cc1ccc2c(c1)N(CC(=O)N1CCc3ccccc3C1)C(=O)CO2	-12	i
Cc1cc(OC(C)C(=O)N(Cc2cccs2)C2CCS(=O)(=O)C2)ccc1Cl (centres undefined)	-27	i
Cc1cc(O)c(C(=O)Cc2csc(C)n2)c(O)c1	-36	i
CC(NC(=O)CCn1nc(-c2ccc(Cl)cc2)ccc1=O)c1ccccc1 (centres undefined)	-29	i
CCOc1ccc(NC(=S)NC(C)C(c2ccccc2)N2CCN(C)CC2)cc1 (centres undefined)	-6	i
COc1ccc(C2=NC(=O)/C(=C\c3cc(OC)c(OC)c(OC)c3)O2)cc1	-7	i
CCN(C(=O)COC(=O)c1cc(-c2ccc3cc(OC)ccc3c2)nc2ccccc12)C1CCS(=O)(=O)C1 (centres undefined)	-18	i
Cn1cc(CCCC(=O)NCc2ccc(F)cc2)c2ccccc21	·	i
CCc1ccccc1NC(=O)Cc1ccc(-n2cccc2)cc1	-22	i
Cc1ccc(C)c(CN2CCC(n3nccc3NC(=O)CCCc3ccccc3)CC2)c1	-36	i
O=C(COC(=O)c1cccnc1Cl)NCCC1=CCCCC1	-6	i
COc1cccc(OC)c1C(=O)N1CCN(c2ccccn2)CC1	-14	i
CC(=O)c1cccc(OCC(=O)Nc2cc(S(=O)(=O)N3CCOCC3)ccc2N2CCCC2)c1	-21	i
COc1ccc(/C=C2\SC(=S)N(CCC(=O)Nc3ccc(C(=O)O)cc3)C2=O)cc1OC	-3	i
O=C(CNC(=O)c1ccc(Br)o1)OCC(=O)c1cccc([N+](=O)[O-])c1	-23	i
CCC(C)NS(=O)(=O)c1ccc(-c2csnn2)s1 (centres undefined)	9	i
CC(C)c1ccc(NC(=O)c2cccc(Br)c2)cc1	-10	i
Cc1ccccc1NC(=O)c1cccc(S(=O)(=O)N2CCOCC2)c1	2	i
COc1c(C)cc(C(=O)C2CCCN(Cc3cccc4nccnc34)C2)cc1C (centres undefined)	-17	i
COc1ccc(C(=O)NCCN2CCOCC2)cc1S(=O)(=O)Nc1ccc(C)cc1	-9	·
COc1ccccc1N=Nc1c(C)[nH][nH]c1=O	-1	i
NCCCNc1ccc([N+](=O)[O-])cc1C(F)(F)F	-9	i
N#CC1=C(N)C2=CCCC[C@H]2[C@H](c2ccc(Br)cc2)C1(C#N)C#N	-8	i
O=C(Oc1cccc2cccnc12)c1cccc(-n2cnnn2)c1	-26	i
CN(c1ccccc1)S(=O)(=O)c1ccc(C(=O)NCc2ccccc2F)cc1	-2	·
COc1ccc(OC)c(N(CC(=O)NC2CCCC2)S(=O)(=O)c2ccc(OC)c(OC)c2)c1	-20	i
COc1cccc(CNC(=O)C(CC(C)C)NC(=O)c2ccccc2C)c1 (centres undefined)	-52	i
O=C(/C=C/c1cccs1)c1ccc(Br)cc1	-29	i
Clc1ccc(SCNc2ccccc2Cl)cc1	-8	i
(continued)
SMILES	OX1R antagonist	CHT PAM
Cc1cc(C)c2nc(N3CCCN(C(=O)c4cnccn4)CC3)c(C#N)cc2c1	-19	i
COc1ccc(-n2nc(C)c3onc(C)c3c2=O)cc1	-1	i
O=C(Nc1cccc2cccnc12)c1cccc(Cl)c1	-10	i
O=C(CNc1ccc(F)cc1)N/N=C1\CCc2ccccc21	-18	i
O=C1c2ccccc2NC(c2ccc(Br)s2)N1O (centres undefined)	-9	i
Cc1c(CC(=O)O)c(=O)oc2cc(OCc3ccc(Cl)cc3)ccc12	-30	i
CCCCOC(=O)c1ccc(NC(=O)c2c(N)n(C)c(=O)[nH]c2=O)cc1	-8	i
COC(=O)C1=CN(c2ccc(OC)cc2)C=C(C(=O)OC)C1c1ccc(C)c([N+](=O)[O-])c1	-11	i
CCOC(=O)N1CCC(N2CCN(S(=O)(=O)c3ccc(NC(C)=O)cc3)CC2)CC1	-6	i
CN1CCN(S(=O)(=O)c2ccc(NC(=O)COc3ccccc3Cl)cc2)CC1	-20	i
CCc1nnc(NC(=O)CN2C(=O)NC3(CCCC3)C2=O)s1	-10	·
COc1cc(NC(=O)c2ccco2)c(OC)cc1NC(=O)Nc1cccc(Cl)c1	-40	i
Cn1ccnc1SCC(=O)Nc1sccc1C#N	-18	i
Cc1nc2ccc(S(=O)(=O)NCC(=O)NCCc3ccc(Cl)cc3)cc2s1	-24	i
COC(=O)C1=C(CS(=O)(=O)c2ccccc2)NC(=O)NC1c1ccc(O)cc1 (centres undefined)	-6	i
CC(C)(C)OC(=O)N1CCC[C@H]1c1nnc(SCc2ccc(Cl)cc2Cl)o1	-13	i
C[C@H](CO)N1C[C@H](C)[C@@H](CN(C)C(=O)Nc2ccc3c(c2)OCO3)Oc2ccc(NC(=O)NC3CCCCC3)cc2C1=O	-14	·
Cc1cc(=O)[nH]c(N/N=C/C(C)c2ccccc2)n1 (centres undefined)	-7	i
CCOc1ccc(C(=O)CCC(=O)N2CCC(C(=O)OC)CC2)cc1	-27	i
Cc1ccccc1NC(=O)NCCc1ccc(Cl)cc1	-16	i
Fc1ccc(-n2nnc(-c3cnc4ccccc4c3)n2)cc1	-27	i
COc1cccc(/C=C/C(=O)NCCc2ccc3c(c2)OCCO3)c1	-13	i
COc1cccc(C2c3c(oc4ccccc4c3=O)C(=O)N2c2ccccn2)c1 (centres undefined)	-22	i
COC(=O)c1ccccc1NC(=O)CSCC(=O)Nc1ccccc1	-14	i
NS(=O)(=O)c1ccc(CNC(=O)CNC(=O)c2ccc(Br)o2)cc1	13	i
COc1ccc(NC(=O)c2ccc3[nH]c(C)c(C)c3c2)cc1	·	i
C/C1=C\CCC2C(/C=C(\C)CC1)OC(=O)C2CN1CCCCC1 (centres undefined)	-10	i
COc1ccc(NC(=O)COC(=O)CC2CCCC2)cc1Cl	-6	i
S=C(NCC1CCCO1)Nc1ccc(Cl)cc1Cl (centres undefined)	-6	i
COc1ccc(-n2nnnc2SCc2nc(N)nc(N3CCOCC3)n2)cc1	-9	i
C/C(=N\NC(=O)c1ccccc1)c1ccc(-n2ccnc2)cc1	1	i
CC1=C(C(=O)Nc2ccccc2)C(c2cc(CN3CCOCC3)cs2)C2=C(CCCC2=O)N1 (centres undefined)	-14	i
COc1ccc(OC)c(CNC(=O)C2CCN(S(=O)(=O)N3CCCCC3)CC2)c1	-19	i
CCCc1[nH]n(-c2ccc(F)cc2)c(=O)c1C=NCC1CCCO1 (centres undefined)	-5	i
COc1cc(CC(=O)OCC(=O)Nc2ccc(N3CCOCC3)cc2)cc(OC)c1OC	-5	i
O=C1C(=Nc2cccc(Cl)c2)CC(c2ccc(Cl)cc2)N1c1cccc(Cl)c1 (centres undefined)	·	i
C/C(=N\OCc1nc2ccccc2c(=O)n1/N=C/c1cc(C)cc([N+](=O)[O-])c1O)c1ccccc1	-18	i
Cn1nccc1C(=O)Nc1nnc(C2CC2)s1	-16	i
COc1ccccc1C(=O)NCC(=O)NNC(=O)C1COc2ccccc2O1 (centres undefined)	4	i
CNC(=O)c1c(C)[nH]c(=S)c(C#N)c1-c1ccco1	-5	i
COCC(C)NC(=O)COCc1cc(-c2ccc3c(c2)OCO3)on1 (centres undefined)	-5	i
COc1ccc(OC)c(S(=O)(=O)n2nc(C)cc2C)c1	-19	i
N/C(=N\S(=O)(=O)c1ccc(Cl)cc1)N1CCOCC1	-15	i
Cc1cc(NC(=O)c2cc(-c3ccccc3Cl)nc3ccccc23)no1	-22	i
CC(C)C(NC(=O)c1ccccc1)C(=O)NCC(c1ccccc1)N(C)C (centres undefined)	-16	i
COc1ccc(OCC(=O)N/N=C(\C)c2ccc(-n3ccnc3)cc2)cc1	-19	i
CCOC(=O)c1ccc(N2C(=O)CC(N3CCN(C(=O)c4ccco4)CC3)C2=O)cc1 (centres undefined)	-11	i
CC1(C)C=C(c2ccc(O)cc2)CC(C)(C)N1	-9	i
CCc1ccc(NC(=O)C(C)OC(=O)C2CCN(c3ccc(C(F)(F)F)cn3)CC2)cc1 (centres undefined)	-31	i
CCC(=O)N(Cc1ccco1)Cc1cc2cccc(C)c2n2nnnc12	-17	i
(list continues)
SMILES	OX1R antagonist	CHT PAM
O=C(NCc1ccccn1)C1CCCN(S(=O)(=O)c2cccc3nsnc23)C1 (centres undefined)	-21	i
O=C1CSC(=S)N1c1ccc(O)cc1	3	i
O=C1NC[C@@H](c2ccccc2)OC(=O)[C@@H](Cc2ccc(F)cc2)CC/C=C/C[C@H]1CC(=O)N(CCO)Cc1ccccc1	-13	·
CCOC(=O)N1CCN(S(=O)(=O)c2ccc(C)c(C(=O)NC3CCCCC3)c2)CC1	-19	i
O=C(Nc1ccc(-c2csc(Nc3cccc(C(F)(F)F)c3)n2)cc1)c1ccccc1	-14	i
CCOc1ccc(N2C(=O)CS/C2=N/NC(=O)COc2ccc3ccccc3c2)cc1	-27	i
CCCN(CC(=O)Nc1ccccc1C)C(=O)/C=C/c1ccc(S(=O)(=O)N2CCCCCC2)cc1	-18	i
Cn1c2c(c3ccccc31)CCN=C2c1ccccc1	-31	i
O=C(Oc1ccc2c(=O)c(Cl)coc2c1)c1cccnc1	-14	i
O=C(O)[C@H]1CC=C[C@H]2CCN(Cc3ccc(Cl)c(Cl)c3)C(=O)[C@@H]12	-33	·

Rewritten with values under each structure: four of the compounds above
Results follow in this order: OX1R antagonist	CHT PAM
O=C1CSC(=S)N1c1ccc(O)cc1
→ 3	i
O=C1NC[C@@H](c2ccccc2)OC(=O)[C@@H](Cc2ccc(F)cc2)CC/C=C/C[C@H]1CC(=O)N(CCO)Cc1ccccc1
→ -13	·
CCOC(=O)N1CCN(S(=O)(=O)c2ccc(C)c(C(=O)NC3CCCCC3)c2)CC1
→ -19	i
O=C(Nc1ccc(-c2csc(Nc3cccc(C(F)(F)F)c3)n2)cc1)c1ccccc1
→ -14	i

Next part.
SMILES	OX1R antagonist	CHT PAM
COc1ccc(Cn2c(=O)[nH]c3cc(C(=O)Nc4ccccc4C)ccc32)cc1	-6	i
Cc1ccc(N2CCN(/N=C/c3ccccc3)CC2)cc1	-18	i
CNC(=S)Nc1cccc(C(C)=O)c1	4	i
COc1ccc(CCNC(=O)Nc2cccc([N+](=O)[O-])c2)cc1	18	i
COc1ccc(-c2nnn(CC(=O)N(C3CCCC3)C(C)C(=O)NC3CCCC3)n2)cc1OC (centres undefined)	-22	i
CC(C)NC(=O)NC(=O)COC(=O)c1cccc(OC(F)F)c1	-1	i
Cc1cc(OCC(=O)NC(Cc2ccc(Cl)cc2)C(=O)O)c2c(C)c(C)c(=O)oc2c1 (centres undefined)	6	i
CCC(C)c1ccc(OCC(=O)O)cc1 (centres undefined)	2	i
CN1N=C2c3ccccc3CCC2C1c1ccc(F)cc1 (centres undefined)	-7	i
O=C(CSc1n[nH]c(-c2cccs2)n1)N1CCCc2ccccc21	-29	i

Rewritten with two lines to a compound: part of the list above.
Value order – OX1R antagonist	CHT PAM
CCC(C)c1ccc(OCC(=O)O)cc1 (centres undefined)
 : 2	i
COc1ccc(-c2nnn(CC(=O)N(C3CCCC3)C(C)C(=O)NC3CCCC3)n2)cc1OC (centres undefined)
 : -22	i
COc1ccc(Cn2c(=O)[nH]c3cc(C(=O)Nc4ccccc4C)ccc32)cc1
 : -6	i
COc1ccc(CCNC(=O)Nc2cccc([N+](=O)[O-])c2)cc1
 : 18	i
CC(C)NC(=O)NC(=O)COC(=O)c1cccc(OC(F)F)c1
 : -1	i
CNC(=S)Nc1cccc(C(C)=O)c1
 : 4	i
Cc1cc(OCC(=O)NC(Cc2ccc(Cl)cc2)C(=O)O)c2c(C)c(C)c(=O)oc2c1 (centres undefined)
 : 6	i

More results:
SMILES	OX1R antagonist	CHT PAM
COc1ccc(CC(=O)N2CCN(c3ccccc3OC)CC2)cc1OC	-20	i
O=C1CC(NS(=O)(=O)c2cccnc2)CN1c1cccc(F)c1 (centres undefined)	-10	i
COc1cc2c(cc1OC)CN(Cc1cc(=O)oc3cc(C)c(C)cc13)CC2	-15	i
COc1cc2cc(CCO)oc(=O)c2cc1OC	-9	·
